High-throughput results as filed in PubChem BioAssay.
GAA inh = qHTS Assay for Inhibitors of Human alpha-Glucosidase as a Potential Chaperone Treatment of Pompe Disease. Lysosomal alpha-glucosidase (Homo sapiens), P10253. purified human GAA, 4-MU-alpha-glucoside fluorescence. Potency, µM (series often up to 76.9 µM), for inactives: at the top dose activity change, negative = inhibition, usual class: inhibitors. 200,000 tested, 0.005% active;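 note: plate controls were uninhibited enzyme wells for no effect and no-enzyme background for full effect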
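Endpoint fluorogenic read: 20 min room-temperature reaction of 4 nM human alpha-glucosidase with 400 uM 4-methylumbelliferyl-alpha-D-pyranoside, pH 5.0, quenched with 1M NaOH/1M glycine pH 10. AC50 from Hill modeling.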
SMN2 splice up = qHTS Assay for Enhancers of SMN2 Splice Variant Expression; HEK293 SMN2-luciferase splicing reporter, luminescence, 30-36 h; Potency, µM (highest dose often 46.1 µM), for inactives: at the highest dose activity change, positive = activation, hits mostly activators; 210,000 tested, 2.8% active; AID 1458, 2008; note: % of control where 0% means no effect; nearly all actives have a fitted effect of over 55% in size
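HEK293 cells carry an SMN2 […]–luciferase reporter in which exon 7 inclusion puts luciferase in frame. Cells were plated 10-12 h before compound addition, then incubated 30-36 h at 37C. ONE-Glo luminescence was read; sodium butyrate at 4.5 mM final served as control.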
aGlu spleen mod = qHTS Assay for Inhibitors and Activators of Human alpha-Glucosidase From Spleen Homogenate. Lysosomal alpha-glucosidase (Homo sapiens), P10253. human spleen homogenate, 4-MU-alpha-glucoside fluorescence. Potency, µM (doses to about 79.9 µM), for inactives: at the highest dose activity change, negative = inhibition, most hits filed as inhibitors. 240,000 tested, 0.006% active. AID 2112, 2009;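 note: 0% = enzyme with vehicle and -100% = no enzyme basal signal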
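Human spleen homogenate (1 ug) with 4-methylumbelliferyl-alpha-D-glucopyranoside (1 mM final) in 50 mM citrate/phosphate pH 5.0, 0.01% Tween-20; 40 min at 37 C. Stopped at pH 10; 4-MU fluorescence Ex 365/Em 440 nm; AC50 by Hill fit.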
aGal spleen mod = qHTS Assay for Inhibitors and Activators of Human alpha-Galactosidase From Spleen Homogenate; 240,000 tested, 0.008% active; human spleen homogenate, 4MU-alpha-Gal fluorescence, 40 min; AID 2107, 2009; Potency, µM (series often up to 80 µM), without a hit: at the top dose activity change, negative = inhibition, most hits filed as inhibitors;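 note: 0% = enzyme with vehicle and -100% = no enzyme basal signal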
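Spleen homogenate 1 ug + cpd (titration) + 4-MU-alpha-D-galactopyranoside 1 mM; 37C 40 min; 50 mM citrate/phosphate pH 5.0, 0.01% Tween-20; stop pH 10; fluorescence 365/440; AC50 via Hill.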
ALDH1A1 inh = qHTS Assay for Inhibitors of Aldehyde Dehydrogenase 1 (ALDH1A1) | Aldehyde dehydrogenase 1A1 (Homo sapiens), P00352 | Purified ALDH1A1, NADH fluorescence, propionaldehyde substrate | Potency, µM (series often up to 75.3 µM), for inactives: top-dose activity, negative = inhibition, most hits filed as inhibitors | 220,000 tested, 7.3% active; active = well fitted inhibition curve with a large enough effect, not every such curve was filed as active; inconclusive = small, poorly fitted or top-dose-only effect, or another doubt; inactive = no such curve, though single readings can be large or run the other way;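 note: plate controls were no enzyme wells and a reference inhibitor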
Target sequence (P00352 whole entry, looked up): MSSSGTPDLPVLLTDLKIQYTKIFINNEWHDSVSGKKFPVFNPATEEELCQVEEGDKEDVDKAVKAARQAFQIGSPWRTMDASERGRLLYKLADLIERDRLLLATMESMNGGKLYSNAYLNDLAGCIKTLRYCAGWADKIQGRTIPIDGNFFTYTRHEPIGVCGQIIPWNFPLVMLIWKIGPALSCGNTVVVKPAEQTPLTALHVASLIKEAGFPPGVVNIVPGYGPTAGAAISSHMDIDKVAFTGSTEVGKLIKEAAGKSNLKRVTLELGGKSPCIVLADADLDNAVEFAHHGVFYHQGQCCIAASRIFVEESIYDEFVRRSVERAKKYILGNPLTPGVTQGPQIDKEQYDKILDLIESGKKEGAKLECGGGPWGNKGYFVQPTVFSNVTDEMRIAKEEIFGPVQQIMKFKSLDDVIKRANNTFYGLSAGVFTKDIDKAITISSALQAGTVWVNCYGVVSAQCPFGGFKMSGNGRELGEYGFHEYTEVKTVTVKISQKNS
GAA glycogen mod = qHTS Assay for Inhibitors and Activators of Human alpha-Glucosidase Cleavage of Glycogen; recombinant GAA, glycogen substrate, Amplex Red glucose oxidase fluorescence; Lysosomal alpha-glucosidase (Homo sapiens), P10253; AID 2100, 2009; Potency, µM (doses to about 76.4 µM), for the others: top-dose activity change, negative = inhibition, actives largely listed as inhibitors; 300,000 tested, 0.38% active;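 note: 0% = full enzyme reaction and -100% = no-enzyme basal signal; the screen sought inhibitors and activators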
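qHTS, 1536-well; enzyme 4 nM final; cpd up to 77 uM; substrate bovine liver glycogen 30 ug; 50 mM citrate/phosphate pH 5.0, 0.01% Tween-20; 37 C, 40 min; Amplex Red detection 45 min RT; Hill fit → AC50.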
GoLoco inh red = qHTS Assay for Inhibitors of RGS12 GoLoco Motif Activity (Red Fluorophore); Guanine nucleotide-binding protein G(i) subunit alpha-1 (Homo sapiens), P63096; Potency, µM (series often up to 61.6 µM), for the others: at the highest dose activity, negative = inhibition, hits mostly inhibitors; 230,000 tested, 0.44% active; Gai1:RGS12 GoLoco peptide FP, rhodamine, 10 min; AID 880, 2007; active = well fitted inhibition curve with a large enough effect, not every such curve was filed as active; inactive = no such curve, though single readings can be large or run the other way; note: % is set by controls: 0 for no effect and ±100 for the full control effect; nearly all actives have a fitted effect of over 30% in size; many of its hits are not listed in these tables
KDM4E inh = qHTS Assay for Inhibitors of Human Jumonji Domain Containing 2E (JMJD2E); Potency, µM (top dose mostly 57.1 µM), for inactives: at the highest dose activity change, negative = inhibition, actives largely listed as inhibitors; 230,000 tested, 1.6% active; JMJD2E catalytic domain, FDH-coupled NADH fluorescence (FDH is formaldehyde dehydrogenase); AID 2147, 2009; Lysine-specific demethylase 4E (Homo sapiens), B2RXH2; active = well fitted inhibition curve with a large enough effect, not every such curve was filed as active; inconclusive = small, poorly fitted or top-dose-only effect, or another doubt; inactive = no such curve, though single readings can be large or run the other way;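 note: 0% = wells with enzyme and -100% = buffer wells without enzyme; nearly all actives have a fitted effect of over 50% in size; many of its hits are not listed in these tables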
Target sequence (B2RXH2 1-337 limits assumed): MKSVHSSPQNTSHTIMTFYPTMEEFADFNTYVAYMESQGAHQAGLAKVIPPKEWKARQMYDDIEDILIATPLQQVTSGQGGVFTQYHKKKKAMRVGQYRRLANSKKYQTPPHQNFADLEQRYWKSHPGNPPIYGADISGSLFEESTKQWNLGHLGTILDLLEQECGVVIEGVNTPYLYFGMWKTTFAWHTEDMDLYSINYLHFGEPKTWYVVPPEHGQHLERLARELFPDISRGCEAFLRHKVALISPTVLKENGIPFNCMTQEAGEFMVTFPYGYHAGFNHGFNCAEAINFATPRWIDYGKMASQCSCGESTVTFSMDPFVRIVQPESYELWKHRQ
* = called active by the depositor; ? = inconclusive; / = no result given; & = joins results of further samples; [ ] = dose if it differs, or a comment. Unless noted, calls come from the whole dose curve; as a rule, active = well fitted curve in the direction sought with a large enough effect; inconclusive = small, poorly fitted or top-dose-only effect, or another doubt; inactive = no such curve, though single readings can be large; an effect the other way counts as inactive or inconclusive. Potency is the fitted concentration of half-maximal effect.

Results follow in this order: GAA inh	SMN2 splice up	aGlu spleen mod	aGal spleen mod	ALDH1A1 inh	GAA glycogen mod	GoLoco inh red	KDM4E inh
1: Cc1cccc(C2=NN(c3ccccc3)[C@@H](C(=O)N3CCOC3=O)[C@@H]2c2ccc(F)cc2)c1
    /	/	7%	7%	?	/	-72%	/
2: Cc1ccc(Cl)cc1N1CCN(C(=O)CSc2nnc3n2C(C)(C)Cc2ccccc2-3)CC1
    -15%	-128%[inhibitor]	-6%	0%	?	-9%	7%	-1%
3: CC(C)NC[C@@H](O)COc1ccc(COCCOC(C)C)cc1
    /	6%[20.6 µM]	10%	-3%	-4%	/	7%	4%
4: CCC(=O)Nc1nonc1-c1nc2ccccc2n1CC(C)C
    -1%	-2%	-8%	2%	?	-6%	11%	?
5: COc1ccc(Oc2cccc(Cl)c2CNC(=O)CCCC(=O)O)cc1
    -3%	/	1%	0%	6%	11%	13%	-7%
6: CC1(C)Cc2cccc(OCC(O)CN3CCN(c4ccccn4)CC3)c2O1 (stereo not given)
    1%	-11%	?	24%	3%	4%	3%	-1%
7: COc1ccccc1N(C)S(=O)(=O)c1ccc(C(=O)OCC(=O)NCc2cccs2)cc1
    /	/	1%	3%	/	-4%	-3%	-5%
8: Cc1cccc(CNc2ccc(C(CC(N)=O)NC(=O)c3ccccc3)cc2[N+](=O)[O-])c1 (stereo not given)
    /	/	-11%	1%	/	0%	3%	6%
9: CCCn1cc(SCC(=O)NCc2ccco2)c2ccccc21
    0%	-2%	-12%	-2%	?	0%	2%	-2%
10: Cc1ccc(OCCOc2ccc(Br)cc2/C=N\NC(N)=O)cc1
    14%	16%	-4%	1%	3%	-5%	4%	-8%
11: CC(C)(C)OC(=O)N[C@H](Cc1ccccc1)C(=O)N1CCC(C(=O)O)CC1
    3%	-15%	2%	4%	5%	1%	-4%	0%
12: CCN(C(=O)CSc1ccc2c(c1)OCCO2)C1CCS(=O)(=O)C1 (stereo not given)
    1%	-2%	4%	8%	?	10%	-7%	-6%
13: O=C(CSc1nnc(Cn2cnc3ccccc32)o1)Nc1cccc2ccccc12
    -6%	-7%	2%	3%	0%	5%	0%	4%
14: CN(C)/C=C1/C(=O)Nc2ccccc21
    -6%	?	3%	-2%	-4%	1%	5%	-3%
15: COc1cccc(NC(=O)CSc2ncc(S(=O)(=O)c3ccccc3)c(=O)[nH]2)c1
    /	/	3%	9%	/	-6%	-2%	1%
16: O=C(NCC(O)c1ccc([N+](=O)[O-])cc1)c1cccc(S(=O)(=O)N2CCCC2)c1 (stereo not given)
    10%	/	-1%	-5%	?	0%	-1%	-3%
17: CC(C)CCN1CCC(N)=NC1=O
    -1%	13%	-3%	2%	0%	7%	1%	13%
18: O=C(Cn1c(=O)oc2ccccc21)c1ccccc1
    -7%	-16%	0%	4%	6%	-2%	6%	1%
19: CN(CC(=O)O)S(=O)(=O)/C=C/c1ccccc1
    1%	7%	7%	-6%	2%	14%	6%	7%
20: C[C@@H]1CC[C@@]2(OC1)OC1CC3C4CC=C5CC(O)CCC5(C)C4CCC3(C)C1[C@@H]2C (stereo not given in full)
    /	9%	7%	-4%	-11%	/	1%	10%

Single records (already shown). Order of values: GAA inh	SMN2 splice up	aGlu spleen mod	aGal spleen mod	ALDH1A1 inh	GAA glycogen mod	GoLoco inh red	KDM4E inh
CCN(C(=O)CSc1ccc2c(c1)OCCO2)C1CCS(=O)(=O)C1 (stereo not given) across the screens: 1%	-2%	4%	8%	?	10%	-7%	-6%
CN(C)/C=C1/C(=O)Nc2ccccc21 across the screens: -6%	?	3%	-2%	-4%	1%	5%	-3%

Remaining list, next part.
Results follow in this order: GAA inh	SMN2 splice up	aGlu spleen mod	aGal spleen mod	ALDH1A1 inh	GAA glycogen mod	GoLoco inh red	KDM4E inh
21: CC(C)(C)c1ccc(-c2nc(N)nc(N)n2)cc1
    /	/	-8%	7%	/	6%	13%	6%
22: CN(C)NC(=O)c1ccsc1NC(=O)c1ccc(S(=O)(=O)N2CCCC2)cc1
    /	/	-3%	2%	/	?	8%	-5%
23: Cc1cccc2[nH]c3c(N4CCC5(CC4)OCCO5)ncnc3c12
    3%	-25%	5%	9%	?	0%	6%	?
24: N#CC1=C(S)N(c2ccccc2)C(c2ccco2)NC1=O (stereo not given)
    2%	/	3%	3%	-3%	8%	-9%	3%
25: COc1ccc(-c2cc(C(=O)Nc3ccc(C)cc3)no2)cc1
    0%	-18%	0%	2%	-6%	7%	3%	-21%
26: O=C(NCc1ccncc1)C(=O)NCC(c1ccccc1)c1ccccc1
    -3%	-16%	4%	-4%	-15%	3%	9%	-7%
27: Brc1ccc(-c2cnc(-c3cccs3)o2)cc1
    5%	?	7%	1%	?	0%	3%	?
28: COc1cc(OC)c2ccc(=O)oc2c1C(CCN1CCCCC1)c1ccc(N(C)C)cc1 (stereo not given)
    /	/	-3%&-1%	-25%&-3%	/	-17%	-17%	-22%
29: CCCOc1ccc(/C=N\NC(=O)CCc2n[nH]c(=O)[nH]c2=O)cc1OC
    -7%	5%	0%	-4%	8%	8%	13%	-2%
30: CCc1ccc(NC2=NCC(c3ccccc3)S2)cc1 (stereo not given)
    -8%	14µM*	3%	4%	?	-4%	-1%	3%
31: CCCCCC(=O)NNC(=O)Cc1ccc([N+](=O)[O-])cc1
    10%	/	0%	-4%	-10%	-6%	-2%	-3%
32: CCC(C)Nc1nc(OCC(F)(F)F)nc(OCC(F)(F)F)n1 (stereo not given)
    -1%	-7%	-3%	2%	7%	-4%	3%	-2%
33: CCCCCC1CC(/C(C)=N/NC(N)=O)OC1=O (stereo not given)
    -17%	-6%	-14%	13%	-9%	9%	-2%	8%
34: Cc1ccc2c(c1)cc(CN(Cc1ccco1)C(=O)COc1ccccc1)c1nnnn12
    -6%	-12%	-2%	-4%	-15%	-3%	2%	?
35: Cn1c(=O)oc2cc(S(=O)(=O)N3CCC(C(=O)NCc4cccs4)CC3)ccc21
    -8%	-8%	-8%	-5%	9%	-10%	5%	3%
36: O=C(c1ccco1)n1nc(-c2ccccc2)nc1SCc1ccccc1
    -7%	28%	5%	3%	1%	0%	9%	5%
37: COc1ccc(N(C(=O)c2ccccc2C)S(=O)(=O)c2cccs2)cc1
    4%	-29%	-3%	-2%	11µM*	-2%	42%[activator]	-5%
38: c1ccc(N2CCN(c3ncnc4c3oc3ccccc34)CC2)cc1
    -5%	-17%	-8%	-5%	373%[activator]	7%	2%	?
39: O=C(Nc1cccc(OC(F)(F)F)c1)c1ccc(Br)o1
    ?	5%	3%	-2%	22µM*	-18%	-6%	-29%
40: O=C1NC(=Nc2ccccc2)CS1
    /	/	5%	23%	/	13%	-10%	5%
41: COCCn1c(C)cc(/C=C2/NC(=O)N(c3ccc(Cl)cc3)C2=O)c1C
    -4%	5%	-1%	-6%	-7%	5%	-4%	?
42: COCCNC(=O)CSc1nnc(CCCN2C(=O)c3cccc4cccc(c34)C2=O)n1-c1ccccc1
    1%	-19%	8%	0%	-13%	13%	5%	?
43: CN1CCN(C(=O)CCCOc2cc(=O)n(C)c3ccccc23)CC1
    1%	?	-1%	7%	5%	1%	0%	6%
44: CN(C)c1ccc(C2C=C(c3ccc(Cl)cc3OC(F)F)Nc3ncnn32)cc1 (stereo not given)
    -23%	-8%	-12%	0%	20µM*	-13%	-10%	-27%
45: C=CCc1c(C)nc(SCC(N)=O)[nH]c1=O
    -7%	-10%	0%	-10%	-3%	-5%	4%	4%
46: Cc1nnc(SCC(=O)N2CCC(C(=O)Nc3nccs3)CC2)n1Cc1ccccc1
    7%	-25%	-17%	-2%	-1%	7%	9%	3%
47: O=C(O)/C=C/c1cccc(B(O)O)c1
    /	-14%	11%	14%	6%	/	0%	-2%
48: Nc1nnnn1/N=C/c1ccccc1OCc1ccc(Cl)cc1Cl
    -1%	-7%	11%	10%	-6%	3%	3%	?
49: O=C(COC(=O)c1ccc(Br)o1)NCCCc1ccccc1
    0%	-4%	7%	4%	-4%	-2%	3%	0%
50: CCn1c(=O)cc(SCC(=O)N2CCN(C)CC2)c2ccccc21
    -3%	?	-9%	-8%	-1%	2%	1%	?
51: O=C(C1CCN(S(=O)(=O)c2cccc3cccnc23)CC1)N1CCN(C2CCCC2)CC1
    -1%	0%	-10%	-9%	17%	1%	0%	2%
52: O=C(NC1CCCCC1)N1CCCC(CNS(=O)(=O)Cc2ccccc2)C1 (stereo not given)
    -1%	/	2%	-1%	1%	9%	3%	18%
53: C/C(=N\N1CCN(Cc2ccccc2Cl)CC1)c1ccc([N+](=O)[O-])cc1
    /	/	2%	-1%	/	?	-4%	10%
54: O=c1c(Cc2ccccc2)c(O)ccn1C1CCCCCCC1
    -5%	-15%	-3%	-12%	5%	12%	16%	-15%
55: CCCS(=O)(=O)N1CCN(c2cc3c(cc2[N+](=O)[O-])n(C)c(=O)n3C)CC1
    1%	/	1%	-4%	13%	0%	-3%	6%
56: Cc1ccc(C)c2[nH]c(=O)c(C(c3nnnn3Cc3ccco3)N3CCc4ccccc4C3)cc12 (stereo not given)
    -12%	-5%	-7%	8%	?	-15%	12%	?
57: CSc1nnc(-c2sc3cc(C(F)(F)F)cnc3c2-c2ccccn2)n1C
    -10%	13%	-4%	-2%	?	-11%	12%	?
58: COC(=O)Cc1nnc(Nc2cccc(C)c2)c2ccccc12
    /	/	7%	11%	/	-15%	4%	3%

An excerpt, so the mix of outcomes need not match the whole.
